# Assay outcomes deposited in PubChem BioAssay by Dana-Farber Cancer Institute and Novartis Institutes for BioMedical Research (Cambridge, Mass).
# UCHL1 block – inhibitors of human UCHL1 deubiquitinase; Ubiquitin carboxyl-terminal hydrolase isozyme L1 (Homo sapiens), P09936; purified UCHL1, Ub-rhodamine cleavage fluorescence; inhibition, % at 20 µM; actives 0.2% (n = 47,000); AID 1645859, 2021
# USP28 inh – inhibitors of human USP28 deubiquitinase; purified USP28, Ub-rhodamine cleavage fluorescence, 30 min; inhibition, % at 25 µM; actives 3% (n = 47,000); AID 1645857, 2021
# USP10 inh – inhibitors of human USP10 deubiquitinase; actives 1.1% (n = 47,000); inhibition, % at 20 µM; Ubiquitin carboxyl-terminal hydrolase 10 (Homo sapiens), Q14694; AID 1645856, 2021; purified USP10, Ub-rhodamine fluorescence, 60 min
# USP30 inh – inhibitors of human USP30 deubiquitinase | purified USP30, Ub-rhodamine cleavage fluorescence | Ubiquitin carboxyl-terminal hydrolase 30 (Homo sapiens), Q70CQ3 | AID 1645860, 2021 | actives 5.3% (n = 47,000) | inhibition, % at 25 µM
# USP7 block – inhibitors of human USP7 deubiquitinase | Ubiquitin carboxyl-terminal hydrolase 7 (Homo sapiens), Q93009 | actives 0.3% (n = 47,000) | AID 1645854, 2021 | inhibition, % at 20 µM | purified USP7, Ub-rhodamine cleavage fluorescence
# OTUD3 inh – inhibitors of human OTUD3 deubiquitinase | OTU domain-containing protein 3 (Homo sapiens), Q5T2D3 | purified OTUD3, Ub-rhodamine fluorescence, 2 h | inhibition, % at 25 µM | actives 0.7% (n = 47,000) | AID 1645858, 2021
# USP8 block – inhibitors of human USP8 deubiquitinase. Ubiquitin carboxyl-terminal hydrolase 8 (Homo sapiens), P40818. purified USP8, Ub-rhodamine cleavage fluorescence, 30 min. inhibition, % at 20 µM. actives 4.2% (n = 47,000)
# Target sequence (P40818 whole entry, looked up): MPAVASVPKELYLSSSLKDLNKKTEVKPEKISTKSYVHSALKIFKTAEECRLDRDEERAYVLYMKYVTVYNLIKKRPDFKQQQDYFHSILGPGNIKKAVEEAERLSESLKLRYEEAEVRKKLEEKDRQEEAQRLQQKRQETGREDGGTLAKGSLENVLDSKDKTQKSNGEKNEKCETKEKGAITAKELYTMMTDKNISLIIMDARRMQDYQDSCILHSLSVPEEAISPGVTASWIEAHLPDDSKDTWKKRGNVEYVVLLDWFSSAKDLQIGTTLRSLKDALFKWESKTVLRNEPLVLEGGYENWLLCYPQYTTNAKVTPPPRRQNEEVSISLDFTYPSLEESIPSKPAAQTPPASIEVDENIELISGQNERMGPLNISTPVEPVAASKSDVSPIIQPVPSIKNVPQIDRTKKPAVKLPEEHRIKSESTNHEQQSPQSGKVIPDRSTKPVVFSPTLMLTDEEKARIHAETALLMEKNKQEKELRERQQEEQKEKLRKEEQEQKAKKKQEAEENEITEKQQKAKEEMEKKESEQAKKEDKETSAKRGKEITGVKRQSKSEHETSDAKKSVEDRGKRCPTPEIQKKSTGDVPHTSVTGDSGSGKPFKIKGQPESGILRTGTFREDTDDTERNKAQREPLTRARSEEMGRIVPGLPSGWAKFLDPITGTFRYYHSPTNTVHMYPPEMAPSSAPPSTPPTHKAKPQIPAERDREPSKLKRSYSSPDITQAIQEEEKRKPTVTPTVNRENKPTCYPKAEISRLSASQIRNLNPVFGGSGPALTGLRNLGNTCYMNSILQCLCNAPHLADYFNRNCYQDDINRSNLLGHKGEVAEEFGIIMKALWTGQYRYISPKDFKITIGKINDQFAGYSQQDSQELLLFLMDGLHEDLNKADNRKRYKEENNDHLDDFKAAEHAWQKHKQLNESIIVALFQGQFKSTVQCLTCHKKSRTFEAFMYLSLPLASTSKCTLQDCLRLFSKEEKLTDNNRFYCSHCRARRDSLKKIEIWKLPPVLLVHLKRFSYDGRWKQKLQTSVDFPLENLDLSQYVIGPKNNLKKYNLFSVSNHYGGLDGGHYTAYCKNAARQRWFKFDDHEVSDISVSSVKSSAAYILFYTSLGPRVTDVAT
# USP17 block – inhibitors of human USP17 deubiquitinase; purified USP17, Ub-rhodamine cleavage fluorescence, 3 h; inhibition, % at 50 µM; AID 1645855, 2021; actives 6.5% (n = 47,000)
# Starred values were filed as active, the others as inactive; i = inactive; . = not tested or not shown. Cut-off read from the data, not from the text of the source: active = inhibition above about 30%; inactive = the rest.
cpd	SMILES	USP8 block	USP7 block	UCHL1 block	USP10 inh	OTUD3 inh	USP17 block	USP28 inh	USP30 inh
1	CC(C)C12CN3CC(C(C)C)(CN(C1)C3c1ccccn1)C2O (configuration not stated)	47*	7	2	2	0	39*	19	13
2	COc1c(Cl)ccc2c(=O)c3c(O)c4c5c(c3oc12)OCO[C@H]5[C@@H](OC)c1cc2c(c(O)c1-4)C(=O)N(C)[C@H](OC)[C@@H]2O	6	2	6	2	23	-12	49*	64*
3	COCC1OC(=O)c2coc3c2[C@@]1(C)C1=C(C3=O)C2CCC(=O)[C@@]2(C)C[C@H]1OC(C)=O (some centres not stated)	-316	-136	-146	-5	-145	-167	-184	i
4	O=c1c2ccccc2nc(CSc2cccc(Cl)c2Cl)n1-c1ccccc1	30*	0	-2	21	9	6	-4	12
5	c1ccc(C2CCN(CCc3cc4ccccc4[nH]3)CC2)cc1	-4	-5	-4	-3	0	-2	-2	11
6	O=C(COc1ccc(F)cc1)N1CCN(Cc2ccncc2)CC1	-10	2	-1	1	-1	-3	-10	6
7	COc1ccc(NC(=O)NC[C@H]2C[C@@H]3CCN2C[C@@H]3c2cc(-c3ccco3)nn2C)cc1	0	-9	-1	0	-11	-6	2	-12
8	O=C(COc1ccccc1Cl)N1CCN(Cc2ccncc2)CC1	0	1	-1	1	5	2	-26	14
9	COc1cc(O)c(C(=O)O)c(-c2cc(O)c(O)cc2C)c1	-4	0	-3	1	-15	-44	-1	-22
10	c1cnc(N2CCCC3(CN(Cc4cccnc4)CCO3)C2)nc1 (configuration not stated)	-104	-2	-1	-1	-8	-19	-5	-7
11	CCn1cc(-c2c(C#N)c(N)nc3c2CCCCCC3)c(C)n1	2	3	3	0	9	6	8	8
12	CCc1nn2c(=O)cc(COC(=O)C(O)(c3ccccc3)c3ccccc3)nc2s1	15	-16	-11	-7	-15	.	1	-64

# The list goes on.
cpd	SMILES	USP8 block	USP7 block	UCHL1 block	USP10 inh	OTUD3 inh	USP17 block	USP28 inh	USP30 inh
13	COc1ccc(C2SCC(=O)Nc3c2c(=O)[nH]n3C2CCCCCC2)cc1OC (configuration not stated)	-4	1	-3	1	-1	-10	-6	0
14	CC1=CC(=O)C2=C(C)C[C@H](O)C3[C@H](C)C(=O)O[C@@H]3[C@@H]12 (some centres not stated)	4	1	2	-5	9	7	11	6
15	NC(=O)CN1C[C@H]2C[C@@H](C1)c1cccc(=O)n1C2	-1	-2	-2	-5	0	-17	-19	-1
16	CC1[C@@H]2[C@@H](COc3cccnc3)C[C@H](CN1S(C)(=O)=O)N2C (some centres not stated)	0	2	0	0	4	8	5	15
17	C/C=C(C)/C=C/C=C/C(OC)C(C)C(OC)C(C)CCc1oc2c(O)c(OC)cc(OC)c2c(=O)c1C (configuration not stated)	2	11	11	5	10	25	3	8
18	CC1CCC/C=C/C=C/C(O)CC(O)C/C=C\C=C\C(O)C/C=C/C=C\C(=O)O1 (configuration not stated)	-63	0	-4	-4	14	19	-3	-77
19	O=C1CSC(c2ccc3c(c2)OCO3)c2c(n(C3CCCC3)[nH]c2=O)N1 (configuration not stated)	0	-3	-1	0	0	0	2	23
20	Cc1c(CC(=O)N2CCN(CC(=O)N3CCCCCC3)CC2)c(=O)oc2cc(O)ccc12	3	4	0	-12	7	2	-2	-6
21	Fc1ccc(C2=NOC3CN(Cc4ccccn4)CC23)cc1 (configuration not stated)	8	-8	-4	-6	-17	-11	-19	-44
22	CC(C)=CCCC1(C)C=Cc2c(O)c3c(c(CC=C(C)C)c2O1)O[C@]12C(=C[C@@H]4CC1C(C)(C)O[C@@]2(C/C=C(/C)C(=O)O)C4=O)C3=O (some centres not stated)	70*	84*	64*	75*	77*	82*	90*	37*
23	Cn1nc(-c2ccc(F)cc2)cc1[C@H]1CN2CC[C@H]1C[C@@H]2CO	-38	0	0	-1	1	2	5	15
24	COCCN1CCO[C@@H]2CCN(C(=O)c3ccno3)CC[C@H]21	-87	-1	-3	-2	-8	-23	-15	-43

# Following part
cpd	SMILES	USP8 block	USP7 block	UCHL1 block	USP10 inh	OTUD3 inh	USP17 block	USP28 inh	USP30 inh
25	COc1ccc(OCC(=O)N2CCN(Cc3ccncc3)CC2)cc1	-5	-1	-4	-2	-13	-4	-17	-9
26	CC[C@@]1(O)C[C@H](O[C@H]2C[C@H](N(C)C)[C@H](O)[C@H](C)O2)c2c(cc3c(c2O)C(=O)c2c(O)ccc(O)c2C3=O)[C@H]1C(=O)OC	-306	-144	-155	-6	-148	-144	-202	i
27	Cn1c(=O)n(C)c2cc(CNCCc3c[nH]c4ccccc34)ccc21	-2	.	-3	0	-10	-5	-11	0
28	COc1ccc(C(=O)OC2C[C@H]3CC[C@@H](C2)N3C)cc1OC (some centres not stated)	4	6	2	0	2	0	-3	12
29	COC(=O)[C@]1(O)O[C@@]2(C(=O)OC)c3c(oc4cc(C)cc(O)c4c3=O)[C@H]3c4c(oc5cc(C)cc(O)c5c4=O)C[C@H]1[C@H]32	-157	-22	-21	-7	32*	53*	29	-8
30	CN1CC(C(=O)c2ccc(F)cc2)C(c2c(F)cccc2Cl)C1 (configuration not stated)	1	3	0	0	3	5	7	6
31	Cc1noc(C)c1CN1CC[C@H]2[C@H]1CCN2c1ncccn1	-55	-6	-7	-10	-13	-15	-19	-77
32	CC1=C2C[C@H]3[C@@H](CC=C4C[C@@H](O)CC[C@@]43C)[C@@H]2CC[C@]12O[C@@H]1C[C@H](C)CN[C@H]1[C@H]2C	3	0	0	3	1	-1	-3	6
33	O=C(O)C1Cc2cc([N+](=O)[O-])ccc2N2CCCCCC12 (configuration not stated)	7	-3	-1	-7	9	19	-11	-75
34	CCOc1cccc(CNC(=O)c2cn(C)c3ncccc23)c1	0	-2	-2	-4	-4	-7	11	-5
35	CN1CCC(N(C)c2nc(-c3ccncc3)nc3c2CCC3)CC1	1	-2	-3	0	3	0	0	3
36	CC(=O)OC[C@]12CCC(C)=C[C@H]1O[C@@H]1[C@H](O)[C@@H](OC(C)=O)[C@@]2(C)[C@]12CO2	0	-2	-2	3	-5	-6	-14	-4

# One compound at a time, as listed above. Order of values: USP8 block, USP7 block, UCHL1 block, USP10 inh, OTUD3 inh, USP17 block, USP28 inh, USP30 inh
# `CC[C@@]1(O)C[C@H](O[C@H]2C[C@H](N(C)C)[C@H](O)[C@H](C)O2)c2c(cc3c(c2O)C(=O)c2c(O)ccc(O)c2C3=O)[C@H]1C(=O)OC` across the screens: -306, -144, -155, -6, -148, -144, -202, i
# `COc1ccc(OCC(=O)N2CCN(Cc3ccncc3)CC2)cc1` across the screens: -5, -1, -4, -2, -13, -4, -17, -9
# `Cn1c(=O)n(C)c2cc(CNCCc3c[nH]c4ccccc34)ccc21` across the screens: -2, ., -3, 0, -10, -5, -11, 0
# `CCOc1cccc(CNC(=O)c2cn(C)c3ncccc23)c1` across the screens: 0, -2, -2, -4, -4, -7, 11, -5
# `Cc1noc(C)c1CN1CC[C@H]2[C@H]1CCN2c1ncccn1` across the screens: -55, -6, -7, -10, -13, -15, -19, -77

# Going on with the list.
cpd	SMILES	USP8 block	USP7 block	UCHL1 block	USP10 inh	OTUD3 inh	USP17 block	USP28 inh	USP30 inh
37	O=C(Cc1ccc([N+](=O)[O-])cc1)N1CCN(Cc2ccc3c(c2)OCO3)CC1	-151	3	1	-2	8	-23	0	5
38	CNC(=O)CN1CCC2(CC1)C(=O)N(c1cccnc1)c1ccccc12	-14	-9	-13	-7	-25	-24	-25	-80
39	O=C(COc1ccc2c(c1)OCO2)N1CCN(Cc2ccccn2)CC1	-2	3	2	0	12	-1	-22	9
40	O=C(COc1cccc(-n2cnnn2)c1)Nc1ccc(Cl)cc1C(=O)c1ccccc1	1	-2	-1	-6	-5	2	0	-25
41	C/C=C\C(=O)O[C@@H]1C[C@H]2O[C@@H]3C=C(C)CC[C@]3(C)[C@]1(C)C21CO1 (some centres not stated)	19	0	2	1	-34	-39	-22	-96
42	C/C=C/C(O)C(C)(C)C1C\C=C/C=C\C=C\C(OC)Cc2nc(co2)C(=O)OC(C(C)(C)C(O)/C=C/C)C/C=C\C2OC2/C=C/C=C\c2nc(co2)C(=O)O1 (configuration not stated)	-202	2	-14	-8	-27	-48	-46	-379
43	COc1ccc2c(c1)NC(=O)C21CCNCC1	-9	-1	-2	0	-2	-10	-11	-4
44	Cc1cc(O)cc2oc(=O)c3c(O)cc(O)cc3c12	7	4	2	7	-2	-30	3	-31
45	O=C(c1cc(-c2ccncc2)n(-c2ccccc2)n1)N1CCC2(CC1)OCCO2	0	-2	-2	-3	2	-4	-6	0
46	Cc1cc(C)nc(-n2nc(C)c3c2NC(=O)CSC3c2cccc(O)c2)n1 (configuration not stated)	-62	-1	-7	-7	-17	-19	-8	-54
47	CO[C@H]1/C=C/C=C\C=C\C[C@H](OC(=O)[C@@H](C)NC(=O)C2CCCCC2)[C@H](C)[C@@H](O)/C(C)=C\CCc2cc(O)cc(c2O)NC(=O)C1	-4	0	3	-4	-6	33*	-7	-36
48	Cc1cc(OCC(=O)NCC(=O)N2CC[C@@]3(O)CCCC[C@H]3C2)c2c3c(c(=O)oc2c1)CCC3	15	-86	4	0	9	6	8	26

# Just USP10 inh and USP17 block, for 2 of the compounds above:
No. | structure | USP10 inh | USP17 block
46 | Cc1cc(C)nc(-n2nc(C)c3c2NC(=O)CSC3c2cccc(O)c2)n1 (configuration not stated) | -7 | -19
47 | CO[C@H]1/C=C/C=C\C=C\C[C@H](OC(=O)[C@@H](C)NC(=O)C2CCCCC2)[C@H](C)[C@@H](O)/C(C)=C\CCc2cc(O)cc(c2O)NC(=O)C1 | -4 | 33*

# 3 compounds out of the list, arranged by count of non-hydrogen atoms, lowest first.
cpd	SMILES	USP8 block	USP7 block	UCHL1 block	USP10 inh	OTUD3 inh	USP17 block	USP28 inh	USP30 inh
41	C/C=C\C(=O)O[C@@H]1C[C@H]2O[C@@H]3C=C(C)CC[C@]3(C)[C@]1(C)C21CO1 (some centres not stated)	19	0	2	1	-34	-39	-22	-96
39	O=C(COc1ccc2c(c1)OCO2)N1CCN(Cc2ccccn2)CC1	-2	3	2	0	12	-1	-22	9
13	COc1ccc(C2SCC(=O)Nc3c2c(=O)[nH]n3C2CCCCCC2)cc1OC (configuration not stated)	-4	1	-3	1	-1	-10	-6	0

# Continued:
cpd	SMILES	USP8 block	USP7 block	UCHL1 block	USP10 inh	OTUD3 inh	USP17 block	USP28 inh	USP30 inh
49	CO[C@@H]1C[C@@H](C[C@H]2CC[C@H](C)[C@H]([C@@H](C)C(=O)O)O2)O[C@]2(O[C@](C)([C@H]3CC[C@@](C)([C@@H]4O[C@@H]([C@H]5O[C@@](O)(CO)[C@H](C)C[C@@H]5C)C[C@@H]4C)O3)C[C@H]2C)[C@@H]1C	2	4	1	18	10	17	20	34*
50	O=S1(=O)Cc2cnc(NCC3CC3)nc2[C@H]2CNC[C@H]21	13	5	5	2	20	11	11	13
51	C[C@@H]1O[C@@H](O[C@H]2CC[C@]3(C=O)[C@H]4CC[C@]5(C)[C@@H](c6ccc(=O)oc6)CC[C@]5(O)[C@@H]4CC[C@]3(O)C2)[C@H](O)[C@H](O)[C@H]1O[C@@H]1O[C@H](CO)[C@@H](O)[C@H](O)[C@H]1O	0	2	1	2	-9	-3	-7	8
52	COc1ccc2c(c1)-c1c3c(cc4c1[C@@H](C2)N(C)CC4)OCO3	-25	-64	10	-11	-120	-56	-82	i
53	O=C(O)c1cccc2nc3ccccc3nc12	8	-2	11	-1	5	39*	0	-10
54	CC(/C=C/C=C(\C)[C@H](O)[C@@H](C)[C@@H]1C[C@H](O)[C@@]2(C)O[C@@H]2/C=C/[C@@H](C)[C@H](O)C[C@H](CC(=O)O)C/C=C/C(=O)O1)=C\c1coc(C)n1	-41	-13	-10	-7	-30	-50	-22	-102
55	CC12CN3CC(C)(CN(C1)C3c1ccccn1)C2 (configuration not stated)	1	0	-2	3	-13	18	-10	-13
56	COc1ccccc1OCC(=O)N1CCN(Cc2ccc3c(c2)OCO3)CC1	4	-4	-2	-1	-7	-7	-15	-17
57	CN(C[C@H]1CN2CC[C@H]1C[C@@H]2CNC(=O)Nc1cccc(F)c1)c1ccccc1	-28	-12	0	-1	-2	-27	-4	40*
58	COc1ccc2c3c4n(c2c1)C(C=C(C)C)OOC(C)(C)CC4N1C(=O)C2CCCN2C(=O)C1(O)C3O (configuration not stated)	13	5	4	4	0	-6	-4	4
59	NC(=O)N1c2ccccc2[C@@H]2CNCC[C@H]21	-1	1	0	1	-7	-38	-9	-16
60	CC(=O)Nc1ccc(CN2CCC3(CC2)OC(=O)N(C)c2ccccc23)cc1	13	-4	-6	-7	-11	-28	-20	-86

# A portion of the library. The share of hits here may be higher or lower than overall.
